Wnt bcat act – activates Wnt/beta-catenin signaling in a reporter cell assay. activator, plate reader. activation, % at 9.35 µM. 1.2% of 300,000 active; in the data active = activation above about 30%, passing the limit was not always enough; inconclusive = no clear call, values can overlap the other calls;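 note: 0% = neutral control wells and 100% = positive control wells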
V-ATPase pH – alters yeast V-ATPase proton transport; S. cerevisiae, pHLuorin cytosolic pH fluorescence; 0.37% of 350,000 active; response, % at 10 µM; AID 504577; in the data active = response mostly above about 7.3%, no sharp cut-off; inactive = mostly below about 5.4%; note: actives read high; inactives centre near 0; some compounds called inactive have numbers as strong as hits; reference of the scale not given here
Cardiac RTF inh – cardiac RTF calcium desensitization | AID 493244 | IANBD-labeled cardiac RTF, Ca2+ fluorescence | inhibition, % at 7.15 µM | 0.12% of 340,000 active | P19429+P45379;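 active = inhibition above the mean inhibition of all tested compounds plus 3 SD, cut at about 17% in these data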;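 note: assay run at fixed EC70 calcium of 1.6 mM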
MOR-DOR inv ag – inverse agonists of human mu-delta opioid receptor heterodimerization; P35372+P41143; cell-based MOR-DOR heterodimer luminescence, inverse agonism; inhibition, % at 9.3 µM; 0.21% of 340,000 active; AID 504357; in the data active = inhibition above about 22%, passing the limit was not always enough;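 note: 0% = cells with DMSO and 100% = wells without cells with DMSO; values of inactives mirror those of a sister screen read the other way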
cardiac RTF act – increases calcium sensitivity of human cardiac regulated thin filaments; 0.24% of 340,000 active; activation, % at 7.2 µM; IANBD-labeled TnC RTF fluorescence at EC20 calcium; 0% EC20 calcium, 100% full calcium; AID 493008; P19429+P45379;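 active = activation above the mean over all tested compounds plus 3 SD, cut at about 30% in these data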;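 note: rise in fluorescence read as greater calcium sensitivity of cardiac thin filaments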
DSG3 Ab inh – blocks pemphigus antibody binding to human desmoglein-3 | P32926 | DSG3-coupled beads, scFv-anti-DSG3-GFP binding, flow cytometry; stronger effect = lower value | binding (percent of control), % at 10 µM | 0.48% of 310,000 active | AID 588358;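 active = binding more than 3 SD below its plate's average and above zero; inconclusive = below that plate limit but binding exactly zero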;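 note: hits lower antibody fragment binding to DSG3; some compounds called inactive have numbers as strong as hits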
OPRM1-OPRD1 ag – agonists of human mu-delta opioid receptor heterodimerization | activation, % at 9.3 µM | 0.3% of 340,000 active | cells, OPRM1-OPRD1 heterodimerization, luminescence; in the data active = activation above about 18%;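 note: 0% = vehicle-treated cells and 100% = reference agonist; values of inactives mirror those of a sister screen read the other way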
Keap1-Nrf2 PPI – Keap1-Nrf2 (human) interaction inhibition; 0.15% of 340,000 active; Keap1 Kelch-Nrf2 peptide fluorescence polarization, 1536-well; inhibition, % at 9.4 µM; AID 504523; Q14145; in the data active = inhibition above about 12%; inconclusive = no clear call, values can overlap the other calls; inactive = below about 7.3%;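 note: human Keap1 Kelch domain with fluorescein labeled Nrf2 9mer peptide probe; 0% = neutral control wells and 100% = peptide positive control; higher means more block of Keap1 binding to Nrf2 peptide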
Target sequence (Q14145 whole entry, looked up, the tested form may be a part): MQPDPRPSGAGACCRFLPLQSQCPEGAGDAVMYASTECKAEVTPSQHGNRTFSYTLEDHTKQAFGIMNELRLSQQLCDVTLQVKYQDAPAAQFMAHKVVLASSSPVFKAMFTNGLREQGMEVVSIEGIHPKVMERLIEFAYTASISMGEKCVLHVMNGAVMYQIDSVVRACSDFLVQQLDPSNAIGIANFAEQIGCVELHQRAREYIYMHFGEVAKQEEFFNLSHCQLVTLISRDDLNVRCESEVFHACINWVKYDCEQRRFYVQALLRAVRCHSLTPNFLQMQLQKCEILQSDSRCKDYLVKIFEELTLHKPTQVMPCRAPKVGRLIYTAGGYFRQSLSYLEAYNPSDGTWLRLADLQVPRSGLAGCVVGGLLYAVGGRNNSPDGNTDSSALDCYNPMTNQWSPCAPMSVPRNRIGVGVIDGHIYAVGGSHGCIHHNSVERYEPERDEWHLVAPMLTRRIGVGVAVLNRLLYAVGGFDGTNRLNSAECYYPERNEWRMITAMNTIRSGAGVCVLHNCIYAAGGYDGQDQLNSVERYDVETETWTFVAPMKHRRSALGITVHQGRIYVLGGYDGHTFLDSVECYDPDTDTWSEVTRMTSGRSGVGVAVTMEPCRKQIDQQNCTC
C-LANA FP – KSHV C-LANA DNA binding inhibition | inhibition, % at 9 µM | 0.078% of 340,000 active | MBP-C-LANA/FAM-LBS DNA binding, fluorescence polarization;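 active = highest replicate inhibition at or above 60% at 9 µM, even if other replicates fall short; inactive = all replicates below 60% inhibition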;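 note: 0% = neutral control wells and 100% = 4 µM acridine orange control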
Arrestin-AP2 inh – blocks beta-arrestin peptide binding to AP2 adaptin | FITC-arrestin peptide / GST-AP2 beads, flow cytometry; AP2 beta2 appendage carries R879A mutation | inhibition, % at 10 µM | AID 504490 | 0.31% of 340,000 active;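 active = inhibition above a set limit, near 3 SD of compounds lacking own fluorescence, cut at about 54% in these data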;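 note: plate controls were DMSO wells for no effect and 5 µM unlabelled arrestin peptide for full effect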
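test system = AP2 appendage R879A on GSH beads | buffer or medium = PBS plus Tween 20 (0.05%) and BSA (0.1%) | incubation = 12 min plus 1 h, RT | detection = bead flow cytometry, FITC channel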
* = called active by the depositor; ? = inconclusive; · = not tested or not shown.

SMILES	Wnt bcat act	V-ATPase pH	Cardiac RTF inh	MOR-DOR inv ag	cardiac RTF act	DSG3 Ab inh	OPRM1-OPRD1 ag	Keap1-Nrf2 PPI	C-LANA FP	Arrestin-AP2 inh
Cc1ccc([C@H]2C(C(=O)O)=C[C@@H](CC3CCCC3)N2S(=O)(=O)c2ccc(C)cc2)cc1	-1	0	-1	14	5	96	-3.0	-1	1.2	-13
CCCc1cc(=O)oc2cc(OC3CCCCC3=O)ccc12 (centres undefined)	-3	-3	0	18	2	101	-4.0	-1	-0.4	-7
FC(F)(F)c1cccc(NC(=S)NCCc2ccccn2)c1	·	0	1	-5	-3	112	1.2	-1	0.7	6
NC(=O)C1=C[C@@H](c2ccc(C(F)(F)F)cc2)C[C@@H](OCc2ccc(CO)cc2)O1	-1	-3	0	4	-6	95	-0.7	-2	1.1	26
CC(=O)Nc1ccc(CNc2ncnc3ccc(-c4c(C)noc4C)cc23)cc1	22	-1	3	9	0	105	-1.7	1	-0.6	0
O=S(=O)(c1ccccc1)n1cc(-c2ccccn2)c(N2CCOCC2)n1	-2	-3	1	-2	1	84	0.3	0	1.1	16
OCCNc1nc(OCC(F)(F)F)nc(N2CCN(C34CC5CC(CC(C5)C3)C4)CC2)n1	·	0	2	11	4	89	-1.9	-6	-0.3	3
CCN(CC(=O)NCc1cccs1)C(=O)c1ccc([N+](=O)[O-])o1	-4	7	0	-7	6	98	1.4	-2	0.7	7
CC[n+]1ccccc1/C=C/c1ccc(N(C)C)cc1	·	3	-10	8	15	301	-1.3	-30	-9.9	2
CCC1=NN(C(=O)c2ccc(Br)cc2)C(O)(c2ccc(C)cc2)C1 (centres undefined)	19	11	-4	-64	0	108	13	-1	-8.4	22
COC(=O)NNC(=O)C(c1ccccc1)c1ccccc1	1	3	1	1	2	104	-0.3	-3	-14	3
COc1cccc(CN(C(=O)/C=C/c2ccc(Cl)cc2)C2CCS(=O)(=O)C2)c1 (centres undefined)	-3	-1	-5	6	2	104	-1.2	2	1.1	-19
CCN(CC)C(=O)CSc1nc(C)cc(C)n1	0	2	·	·	·	108	·	-7	-0.8	-2
CCOC(=O)c1c(N)sc(C(O)(C(F)(F)F)C(F)(F)F)c1-c1ccc(OC)cc1OC	-6	-4	1	-23	8	96	3.8	-2	0.3	3
COc1ccc(C(=O)NCc2nnc(SC)n2C2CCCCC2)cc1	9	4	1	10	-7	97	-1.7	?	0.2	-7
CN(C)c1ccc(/C=C/C(=O)c2ccc3c(c2)OCCO3)cc1[N+](=O)[O-]	-2	·	-15	4	-12	104	-0.5	-3	0.5	6
COCCNC(=O)Cn1nc(C(F)(F)F)c(Br)c1C	-5	-1	10	-7	2	81	1.2	1	0.2	2
Cc1noc(C)c1COc1ccc(C(=O)N(C)CCOc2ccccc2)cc1	0	-2	-6	8	3	99	-2.1	3	0.7	-2
CCOc1cc(N2CCOCC2)c(OCC)cc1NC(=O)c1ccc(C)s1	2	-2	4	22	-5	73*	-4.1	1	-1.7	-7
O=S(=O)(NCC1CCCO1)c1ccc2ccccc2c1 (centres undefined)	·	1	4	-4	8	99	0.6	0	1.1	20
O=C(NCS(=O)(=O)c1ccccc1)c1ccccc1	·	-5	-5	2	3	90	-0.3	-7	0.2	11
COCCNC(=O)C1=C(N)C(C(=O)Nc2ccc(C)c(S(=O)(=O)N3CCCCC3)c2)SC1=Nc1ccc(C)cc1C (centres undefined)	·	2	-7	6	5	74	-1.1	-2	-0.5	14
COc1ccccc1Cc1nc2ccccc2n1S(=O)(=O)c1ccc(Cl)cc1	6	1	-13	-1	6	100	0.1	-4	-0.3	6
O=C(OCc1ccccc1)/C(=C/c1cccc(Br)c1)NC(=O)c1ccco1	-17	5	0	-115	-3	113	21*	0	0.2	-14

Two entries picked at random from those above, as already listed:
SMILES	Wnt bcat act	V-ATPase pH	Cardiac RTF inh	MOR-DOR inv ag	cardiac RTF act	DSG3 Ab inh	OPRM1-OPRD1 ag	Keap1-Nrf2 PPI	C-LANA FP	Arrestin-AP2 inh
COc1ccc(C(=O)NCc2nnc(SC)n2C2CCCCC2)cc1	9	4	1	10	-7	97	-1.7	?	0.2	-7
CCN(CC)C(=O)CSc1nc(C)cc(C)n1	0	2	·	·	·	108	·	-7	-0.8	-2

The list goes on:
SMILES	Wnt bcat act	V-ATPase pH	Cardiac RTF inh	MOR-DOR inv ag	cardiac RTF act	DSG3 Ab inh	OPRM1-OPRD1 ag	Keap1-Nrf2 PPI	C-LANA FP	Arrestin-AP2 inh
COc1ccc(CCNC(=O)CSc2nc3ncccc3[nH]2)c(OC)c1	2	0	-3	18	1	99	-3.3	-2	-0.8	-2
Cc1ccc(Cn2c(SCC(=O)NCC3CCCO3)nc3c2c(=O)n(C)c(=O)n3C)cc1 (centres undefined)	-2	0	-5	1	1	93	-0.2	-2	8.3	7
CC[C@@H](C)C(NC(=O)OC(C)(C)C)c1cn([C@@H](CCC(=O)OC(C)(C)C)C(=O)N2CCN(C(=O)OC(C)(C)C)CC2)nn1 (some centres undefined)	-1	-3	1	16	-6	102	-3.5	-1	0.1	-5
COc1ccc(-c2nc(NC3=NCCCCC3)sc2C)cc1	-20	2	0	7	4	95	-1.5	-2	0.3	5
Fc1cccc(Cl)c1/C=N/Nc1c(Cl)cncc1Cl	·	1	-16	-59	-2	97	9.8	4	2.0	25
O=S(=O)(Cc1ccccc1)NCC1CCCN(Cc2ccc3nonc3c2)C1 (centres undefined)	-1	0	3	3	8	97	-0.6	-4	0.1	0
Cc1nc2ccccn2c(=O)c1NC(=O)c1cccc2ccccc12	-1	-5	-7	17	-1	106	-2.6	-6	-0.5	4
CCCOC(=O)c1ccc(Oc2coc3c(CN(CC)CC)c(O)ccc3c2=O)cc1	1	3	-10	6	0	97	-1.1	-2	-1.4	43
CCCC1(C(=O)OCC)NC(c2ccc(OC)cc2OC)C2C(=O)N(c3ccccc3)C(=O)C21 (centres undefined)	·	-2	-6	14	0	·	-3.4	-6	-2.5	4
Cc1cc(=O)n2[nH]c(CCC(=O)O)nc2n1	1	1	0	9	-2	92	-1.7	-3	-1.1	16
CC(=O)c1cccc(S(=O)(=O)N2CCN(CCOc3ccccc3)CC2)c1	0	-1	-5	10	14	98	-2.3	2	2.4	-8
CN(C)c1ccc(C(CNC(=O)c2cccs2)N(C)C)cc1 (centres undefined)	10	0	-5	8	5	96	-1.7	0	-0.5	7
COc1ccc(OC)c(NC(=O)c2cc(S(=O)(=O)N3CCCC3)cn2C)c1	-3	-2	-1	7	4	94	-1.2	-4	-1.8	1
O=C(Nc1ccc2nc3n(c(=O)c2c1)CCCCC3)c1cc([N+](=O)[O-])ccc1F	-3	5	-9	-16	3	114	3.3	-1	-2.0	18
CCOc1ccc(NC(=O)CN(C)C(=O)c2ccc(N3CCCCC3)c([N+](=O)[O-])c2)cc1OCC	-3	1	-2	5	-19	108	-0.8	-1	0.2	9
Cc1ccc(Cl)cc1NC(=O)C1CC(=O)N(C(C)C)C1 (centres undefined)	0	0	-8	19	-2	113	-3.7	1	-0.4	7
CCCN1CCC(NC(=O)Cc2cccc(C)c2)CC1	-1	2	-4	7	-2	114	-1.5	-1	-0.8	1
COc1cc(OC)cc(C(=O)NCCCN2CCN(CCCNC(=O)c3cc(OC)cc(OC)c3)CC2)c1	·	-3	-3	5	5	107	-1.0	-1	-1.0	13
c1ccc(-c2nc3cccnc3nc2-c2ccccc2)cc1	2	2	-5	12	-5	117	-2.3	4	-1.2	0
CC(C)C[C@H](NC(=O)N1CC(=O)Nc2ccccc21)C(=O)N[C@H](Cc1c[nH]c2ccccc12)C(=O)O	2	0	-9	12	-2	·	-2.3	7	1.4	10
Cc1ccc(S(=O)(=O)N(C)c2ccccc2C(=O)N2CCCC2)cc1	-2	-2	0	12	-3	109	-2.9	0	-1.1	23
CN(C)CCN=Cc1c(O)n(Cc2ccc3c(c2)OCO3)c(=O)c2ccccc12	-1	4	0	10	-3	103	-1.9	-3	-3.2	34
Cc1ccccc1NC(=O)c1c(C)[nH]c(=S)c(C#N)c1-c1ccco1	-3	-1	-7	19	3	109	-3.6	-5	-0.4	15
CCC(C)NC(=O)C1CCN(S(=O)(=O)c2cccc3nonc23)CC1 (centres undefined)	-4	-72	-12	0	-1	109	0.0	0	1.3	1
COc1cccc(-n2ccnc2SCC(=O)NCc2ccccc2)c1	·	1	-3	12	-1	101	-2.3	-9	0.2	-5
Cn1cnc([N+](=O)[O-])c1S(=O)(=O)Oc1ccc(Cl)cc1	-2	0	1	40*	2	·	-8.1	3	-1.1	37
CCOc1ccccc1C(=O)N[C@H](C(=O)OCC(=O)Nc1nnc(-c2ccccc2)o1)C(C)C	-3	-1	-4	9	6	·	-1.8	-3	-0.5	11
COc1ccc(OC)c(NC(=O)CN(Cc2ccc(Cl)cc2)S(C)(=O)=O)c1	1	-1	-13	10	-6	95	-1.8	-2	0.6	-9
Cc1ccccc1OCC(O)Cn1c(Br)nc2c1c(=O)[nH]c(=O)n2C (centres undefined)	-2	2	-3	5	8	105	-0.8	1	0.9	30
CCN(CC)S(=O)(=O)N1CCN(S(=O)(=O)N2CCOCC2)CC1	-1	-1	-14	5	2	99	-0.9	1	51	5
COC(=O)C(NNc1ccccc1C)(NC(=O)c1ccc(F)cc1)C(F)(F)F (centres undefined)	-1	8.7*	-18	-11	10	106	2.1	-10	2.0	6
COc1ccccc1CNC(=O)c1cc(S(=O)(=O)N2CCOCC2)cn1C	-1	-3	3	21	-3	97	-3.8	2	1.6	-5
CCOC(=O)CSc1ncc(OC)c(=O)[nH]1	1	-2	-7	6	8	114	-1.2	-4	0.1	-11
COc1cc(C2CC(=O)Oc3cc(C)cc(C)c32)cc(OC)c1OC (centres undefined)	-1	-2	-4	11	2	105	-2.2	-5	-5.5	4
CC(OC(=O)CC1CCCCC1)C(=O)Nc1ccc(F)cc1 (centres undefined)	-3	4	-5	-22	-4	97	3.4	-4	-0.8	-2
O=C(Nc1nnc(S(=O)(=O)N2CCCCCC2)s1)c1ccc(Br)cc1	-1	-3	-2	6	-1	96	-1.2	-1	0.0	5
O=C1/C(=C\c2ccc(O)c(O)c2)C(c2ccccc2)=NN1c1ccccc1	-1	3	-13	3	2	93	-0.5	-1	0.7	8
CCc1ccc(N=CC2=C(O)CC(c3ccco3)CC2=O)cc1 (centres undefined)	·	12	-7	-11	3	·	2.7	0	-1.4	-7
Cc1ccc(-c2cn(S(=O)(=O)c3ccc(C)cc3)nc2N)cc1	·	1	-4	-23	-1	96	4.1	4	-0.4	13
CN(C)S(=O)(=O)Oc1ccc(C(=O)Nc2cccc(Cl)c2)cc1	13	-5	-6	-10	9	88	1.4	5	0.1	-8
CN(C)C(=O)c1ccc(NC(=O)c2ccccc2-c2ccccc2)cc1	0	1	2	11	-4	126	-2.2	0	-1.3	4
C=CCc1c(C)[nH]c(=O)[nH]c1=O	-1	4	-7	3	5	106	-0.5	-5	-1.0	14
CCOC(=O)N(C)c1ccc(C(O)(C(F)(F)F)C(F)(F)F)cc1	·	-1	0	-9	-1	107	2.2	0	-1.9	31
